High-throughput results deposited in PubChem by several laboratories.
UTI89 phage lysis: inhibition of K1F phage lysis, E. coli UTI89, bacterial capsule biogenesis inhibitors, alamar blue (AID 488966). E. coli UTI89 K1F phage lysis, alamar blue, 2 h; higher % means a stronger effect. inhibition, % at 100 µM, or IC50 in µM where a hit was titrated. 0.02% of 340,000 active;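 active = phage lysis inhibition, versus mean bacterial control, above a set limit; inconclusive = no clear call, values can overlap the other calls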;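 note: capsule biogenesis inhibitors block K1F phage lysis so surviving cells raise fluorescence; higher fluorescence means more inhibition of phage lysis; actives were called in the ten point dose series up to 300 µM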
TNAP activators: human TNAP enzyme activators, primary screen, biochemical, luminescent, no phosphate acceptor, uHTS (AID 1001); purified TNAP, luminescent activation assay, no phosphate acceptor; higher activation fold means a stronger effect; activation fold at 20 µM, or EC50 in µM where a hit was titrated; 0.03% of 200,000 active; in the data active = activation fold from about 3, or a potency from the dose series; inactive = the rest, 99 in 100 with activation fold below about 1.6; note: many of its hits are not listed in these tables
NTR1 ag: agonists of NTR1, primary screen, imaging, U2OS cells, beta-arrestin-GFP, high content (AID 493036); NTR1-U2OS beta-arrestin-GFP spot imaging, agonist mode; activation, % at 20 µM; 0.17% of 330,000 active;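 active = activation at or above 40% of the spot to cytoplasm intensity ratio, with at least 20 cells analyzed; inconclusive = wells under 20 cells, flagged as cytotoxic or low count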;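 note: 0% = DMSO without peptide and 100% = 100 nM NTR1 peptide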
Target sequence (P30989 whole entry, looked up): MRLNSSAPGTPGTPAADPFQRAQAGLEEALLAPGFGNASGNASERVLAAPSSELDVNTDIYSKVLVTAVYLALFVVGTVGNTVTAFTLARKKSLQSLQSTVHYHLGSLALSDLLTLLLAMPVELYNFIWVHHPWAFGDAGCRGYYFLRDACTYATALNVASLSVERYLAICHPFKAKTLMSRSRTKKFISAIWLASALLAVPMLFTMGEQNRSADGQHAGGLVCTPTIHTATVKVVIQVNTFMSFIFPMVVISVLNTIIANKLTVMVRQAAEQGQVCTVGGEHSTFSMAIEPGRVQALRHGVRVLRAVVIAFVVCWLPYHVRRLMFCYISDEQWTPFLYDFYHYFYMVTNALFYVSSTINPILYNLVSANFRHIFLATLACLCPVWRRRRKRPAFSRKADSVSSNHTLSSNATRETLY
Myeloid diff MLP: induction of myeloid progenitor differentiation, primary screen, cell-based, flow cytometry, MLPCN library; ER-HoxA9 myeloid progenitors, lysozyme-GFP differentiation; calls only at 10 µM; 1% of 360,000 active; AID 624256, 2012;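 active = normalized GFP-positive differentiation at or above the plate's own cutoff, the solvent-only control mean plus 3 SD; inconclusive = no clear call, values can overlap the other calls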;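 note: cells exposed to compound for four days before flow analysis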
T cell HTS: modulators of CD8 T cell-vesicle binding, primary screen, mouse 2C CD8+ T cells, flow cytometry. 2C CD8+ T cell-vesicle binding; active compounds read low. 0.068% of 330,000 active. calls only at 7 µM;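 active = response, share of CD8 T cells binding vesicles, and their 90th percentile fluorescence all below set limits, cut at about 80% in these data, passing the limit was not always enough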
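Material: murine 2C transgenic CD8+ T lymphocytes / Also added: QL9-peptide-loaded Drosophila micro-vesicles bearing Ld, ICAM-1 and B7-1 / Schedule: binding step 1.5 h, 37 °C, antibody labelling 20 min, ice / Signal: flow cytometry, PE anti-B7-1 (FL2) versus Alexa647 anti-CD8 (FL8), PFA-fixed / Evaluation: percent CD8+ FL2 mean versus row control / Benchmarks: naked versus QL9-loaded vesicles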
RSV antiviral HEp-2: RSV antiviral activity via CPE protection, HEp-2 cells, primary 10 µM value included (AID 2391); HEp-2 cells, RSV-induced CPE inhibition; higher % means a stronger effect; CPE inhibition, % at 10 µM; hits with a dose series show IC50 in µM; 0.13% of 310,000 active; in the data active = a potency from the dose series; inconclusive = CPE inhibition mostly from about 23% at the one dose, without a potency; inactive = the rest, 99 in 100 with CPE inhibition below about 21%; note: strong numbers were not always called active
Rac1 GTP hydrolysis: MgcRacGAP GTPase-activating activity inhibitors, confirmation, biochemical, ADP Hunter fluorescence; MgcRacGAP-stimulated Rac1 GTP hydrolysis, ADP Hunter fluorescence; higher % means a stronger effect; GST-tagged Rac1 F28L mutant substrate; inhibition, % at 30 µM; hits with a dose series show IC50 in µM; 0.6% of 340,000 active; AID 624330, 2012;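 active = first-screen hits whose inhibition reached a set limit at any dose in the follow-up dose series; inconclusive = inhibition above the set first-screen limit but never retested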;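 note: fluorescence reports GDP produced by GAP-driven GTP hydrolysis; strong numbers were not always called active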
SV40 large T antigen: SV40 large T antigen inhibitors, biochemical (AID 1903); one-dose inhibition, % at 20 µM; IC50 in µM for titrated hits; SV40 large T antigen ATPase/helicase inhibition assay; higher % means a stronger effect; 0.39% of 310,000 active; in the data active = a potency from the dose series; inconclusive = inhibition mostly from about 32% at the one dose, without a potency; inactive = the rest, 99 in 100 with inhibition below about 32%; note: strong numbers were not always called active
PhoP inhibition: inhibitors of PhoP regulon expression, primary screen, Salmonella Typhimurium, GFP reporter (AID 1863) | S. Typhimurium PhoP-regulated promoter GFP reporter, 4 h; higher % means a stronger effect | inhibition, % at 50 µM, or IC50 in µM where a hit was titrated | 0.16% of 300,000 active;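 active = inhibition over 29.93%, a cutoff 3 SD above the screen mean, later confirmed by dose response; inconclusive = inhibition over 29.93% but no dose response follow-up; inactive = inhibition at most 29.93% or unconfirmed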;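 note: 0% = low Mg2+ inducing control and 100% = high Mg2+ repressing control; strong numbers were not always called active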
T cell HTS vesicle-bound %: recorded beside T cell HTS, whose call it bears; double positive events, %; measured here: CD8+ vesicle-bound cell fraction;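 binding gate set so that unloaded-vesicle control wells show 10% double positive cells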
NTR1 ag cell count 20 µM: second read-out of NTR1 ag, no call of its own (marks repeat the call); cell count; measured here: cell count, cytotoxicity flag
Myeloid diff MLP GFP+ MAC1+ %: recorded beside Myeloid diff MLP, whose call it bears; GFP+ MAC1+ double positive, %; measured here: differentiation confirmed by MAC1 staining
Active calls of the source: *; i = inactive; ? = inconclusive; · = not tested or not shown; [ ] = remark or other dose.

Below each SMILES – UTI89 phage lysis | TNAP activators | NTR1 ag | NTR1 ag cell count 20 µM | Myeloid diff MLP | Myeloid diff MLP GFP+ MAC1+ % | T cell HTS | T cell HTS vesicle-bound % | RSV antiviral HEp-2 | Rac1 GTP hydrolysis | SV40 large T antigen | PhoP inhibition
N#Cc1ccc(OCC(=O)OCC(=O)NC2CC2)cc1
  0.7%[50 µM] | · | -0.4 | 54 | i | 2.0 | i | 18 | · | 4% | · | ·
CCOc1ccc(S(=O)(=O)Nc2ccccc2C(=O)N2CCCC2)cc1
  -1.3% | 1.1 | 0.8 | 48 | i | 0.2 | i | 46 | 2.2% | -1% | 3% | -4%
CN(C)S(=O)(=O)c1ccc(C(=O)Nc2cc(=O)n(C)c(=O)n2C)cc1
  4.4% | 1.1 | 0.4 | 52 | i | 0.2 | i | 23 | 0.1% | 6% | 8% | 6%
COc1ccc(NC(=O)C2CCOC(C)(C)C2)cc1 (stereo not given)
  · | · | -0.2 | 51 | i | 0.1 | i | 29 | 1.4% | · | 5% | -8%
COc1ccc(-c2oc3ccccc3c2C(=O)Oc2ccccc2)cc1
  0.5% | · | 1.9 | 59 | i | 0.8 | i | 62 | 15% | 6% | 16% | 0%
CC(=O)Nc1ccc2c(c1)C(=O)N(c1cccc(C)c1)C2=O
  0.4% | · | 0.1 | 65 | i | 0.2 | i | 41 | 0.3% | 14% | 16% | -4%
Cc1ccc(C)c(Nc2c([N+](=O)[O-])cc(C(=O)N3CC(=O)Nc4ccccc43)cc2[N+](=O)[O-])c1
  0.2% | 0.9 | 10 | 29 | i | 1.7 | i | 17 | 42µM* | 4% | 4% | 9%
CCn1cc(C(=O)N2CCN(C(=O)c3ccco3)CC2)c2cc(OC)c(OC)cc2c1=O
  3.4% | 1.1 | 0.3 | 45 | i | 1.2 | i | 69 | 2.0% | 5% | 5% | 13%
S=c1nc(-c2ccc(Br)cc2)[nH]c2ccccc12
  0.2% | · | 3.7 | 53 | i | 1.1 | i | 19 | 3.3% | 9% | 7% | 21%
Cc1cccc(C)c1-n1c(C)nn(Cc2ccc([N+](=O)[O-])cc2)c1=O
  0.2% | 0.9 | -0.4 | 58 | i | 0.5 | i | 35 | 0.5% | 7% | 10% | -7%
CCC1(CC)Cc2ccccc2-c2nc(CCl)[nH]c(=O)c21
  1.6% | · | 62* | 60* | i | 0.6 | i | 27 | 1.7% | 10% | 16% | -3%
c1cncc(CSc2nnc3ccc(-c4cccs4)nn23)c1
  0.1% | 1.1 | 0.4 | 56 | i | 0.4 | i | 21 | -0.4% | 10% | 5% | 6%
CCCS(=O)(=O)N1CCCC(C(=O)c2cccc(Cl)c2)C1 (stereo not given)
  -0.1% | 1.1 | 1.4 | 53 | i | 1.0 | i | 36 | 3.1% | 1% | 11% | -2%
CC(=O)c1cnc(-c2ccccc2Cl)s1
  -0.1% | 1.1 | -0.5 | 31 | i | 0.5 | i | 51 | 6.0% | 4% | 6% | -1%
Cc1cc(C)c(-c2cc(NC(=O)COC(=O)c3ccc(CO)cc3)n(-c3ccccc3)n2)cc1C
  0.0% | 1 | 15 | 72 | i | 0.2 | i | 56 | 22% | 9% | 8% | 11%
O=C(Nc1ccc(CN2CCOCC2)cc1)c1ccc(Br)cc1
  -0.8% | · | -1.3 | 63 | i | 0.2 | i | 50 | 10% | 16% | 13% | -3%
O=C(NCc1ccco1)c1cc(S(=O)(=O)N2CCCC2)ccc1Cl
  0.8%[50 µM] | · | -1.0 | 59 | ? | · | i | 68 | 0.5% | 3% | 25% | -1%
CS(=O)(=O)N1CCN(CC2CC3C=CC2C3)CC1 (stereo not given)
  0.1% | 1.1 | -1.6 | 79 | i | 1.1 | i | 29 | -0.7% | 26% | 17% | 0%
CCOC(=O)c1cc(C(=O)OCC)c(=O)[nH]c1N1CCCCC1
  0.0% | 1.1 | -1.3 | 86 | i | 0.0 | i | 55 | 2.8% | 9% | 6% | -9%
Cc1cc(C)cc(NC(=S)/C(=C(\[O-])c2ccc(Cl)cc2Cl)[n+]2ccccc2)c1
  0.1% | 1.1 | 0.2 | 62 | i | 0.7 | i | 28 | -1.3% | 4% | 5% | -1%
O=C(NCc1ccccc1)C1Nc2ccc(OC(F)(F)F)cc2C2C=CCC12 (stereo not given)
  3.1% | · | 2.3 | 100 | i | 0.5 | i | 47 | 3.1% | 3% | -4% | 3%
C=CCc1ccccc1OCC(O)CN(C(C)C)C(C)C (stereo not given)
  0.7% | 1.1 | -0.8 | 43 | i | 0.5 | i | 46 | -1.1% | 8% | 0% | -13%
COc1ccccc1NC(=O)N1CCc2c([nH]c3ccccc23)C1C(F)(F)F (stereo not given)
  0.7% | · | 1.2 | 59 | i | 0.3 | i | 44 | 5.6% | 4% | 3% | -14%
CC1(C)Cc2c(C#N)c(NCCN3CCOCC3)nc(-c3ccco3)c2CO1
  0.0% | 0.9 | -1.4 | 54 | i | 1.8 | i | 44 | 1.3% | 9% | 8% | -12%
Cc1cc(N2C(=O)C(O)=C(C(=O)c3cccs3)C2c2ccc(F)cc2)no1 (stereo not given)
  -2.3% | · | 0.2 | 47 | i | 0.6 | i | 19 | 1.1% | -13% | 4% | -4%
COc1cc2c(cc1OC)CN(C(=O)CCC(=O)c1ccc(F)cc1)CC2
  0.2%[50 µM] | · | 0.5 | 56 | i | 0.2 | i | 50 | · | 2% | · | ·
CCOc1ccccc1NC(=O)[C@@H](NC(=O)c1ccccc1F)C(C)C
  -0.3% | · | 0.4 | 51 | i | 0.7 | i | 53 | 1.1% | 9% | 5% | 4%
CC(NC(=O)CSc1cccc(C(F)(F)F)c1)c1ccccc1 (stereo not given)
  0.2% | 1 | 0.0 | 83 | i | 0.7 | i | 56 | 7.3% | 8% | 11% | -7%
COCC(C)NC(=O)CSc1nc2nn(-c3ccccc3)c(=O)c-2c2n1CCCCC2 (stereo not given)
  0.3% | 1.1 | 0.7 | 45 | i | 1.0 | i | 21 | 0.2% | -3% | 13% | -10%
CCCCNC(=O)n1c(=O)oc2ccc(Cl)cc21
  -4.5% | 0.8 | 0.2 | 69 | i | 1.4 | i | 33 | 13% | 6% | 4% | 9%

Later entries:
mol	UTI89 phage lysis	TNAP activators	NTR1 ag	NTR1 ag cell count 20 µM	Myeloid diff MLP	Myeloid diff MLP GFP+ MAC1+ %	T cell HTS	T cell HTS vesicle-bound %	RSV antiviral HEp-2	Rac1 GTP hydrolysis	SV40 large T antigen	PhoP inhibition
Cn1c2ccccc2c2nnc(SCC(=O)Nc3cccc(C(=O)O)c3)nc21	0.3%	·	0.0	65	i	0.5	i	33	1.0%	0%	51%	-3%
Cn1cccc/c1=N\c1cccc[n+]1C	·	·	-0.3	34	?	·	i	26	15%	·	10%	-12%
CCOC(=O)c1sc(NC(=O)CSc2nnc(Cc3ccccc3)o2)c(C(=O)OCC)c1C	1.1%	1	1.9	66	i	1.2	i	56	-0.3%	8%	8%	8%
COC(=O)c1cccc(C(=O)N2CCC(CCC(=O)NCc3ccc(F)cc3)CC2)c1	0.2%	·	1.7	68	i	3.2	i	19	3.4%	9%	9%	-4%
COc1cc(/C=C/C(=O)O)ccc1OCc1cnc(Cl)s1	·	1.1	-0.1	49	i	0.4	i	56	-1.6%	·	4%	-5%
O=C(CNC(=O)c1ccncc1)N/N=C/c1ccccn1	0.1%	2.2	-1.2	76	i	0.3	i	60	2.6%	-16%	10%	-1%
CC(C)(C)OC(=O)C[C@@H]1C/C=C\C[C@@H](CC(=O)N(CCO)Cc2ccccc2)C(=O)N[C@H](Cc2c[nH]c3ccccc23)COC1=O	3.2%	·	4.3	56	i	1.3	i	11	·	5%	·	·
CC(C)Nc1nc(NC(C)C)nc(Oc2ccc(/C=N/O)cc2)n1	0.2%	·	7.5	87	i	0.4	i	13	0.7%	7%	2%	1%
CCCCCOc1ccccc1C(=O)NCCCC(=O)O	4.9%	1.1	-3.0	52	i	0.9	i	36	0.9%	1%	10%	-1%
CCOC(=O)C(NC(=O)c1ccccc1)(OCc1ccc(F)cc1)C(F)(F)F (stereo not given)	0.8%[50 µM]	1.1	-0.2	87	i	0.3	i	25	0.1%	4%	1%	17%
Cc1ccc2c(c1)C1CC(C)(O2)N(c2cccc(C(=O)N3CCN(c4ccccn4)CC3)c2)C(=O)N1 (stereo not given)	-0.1%	·	0.5	66	?	·	i	23	4.7%	-24%	7%	6%
Cc1cccc(C(=O)NC2CCN(CC(=O)N3CCOCC3)CC2)c1	0.4%	1.1	-1.8	97	i	1.5	i	22	0.6%	4%	2%	-9%

Some of the entries so far, with each value named:
COc1cc(/C=C/C(=O)O)ccc1OCc1cnc(Cl)s1
  UTI89 phage lysis = ·
  TNAP activators = 1.1
  NTR1 ag = -0.1
  NTR1 ag cell count 20 µM = 49
  Myeloid diff MLP = i
  Myeloid diff MLP GFP+ MAC1+ % = 0.4
  T cell HTS = i
  T cell HTS vesicle-bound % = 56
  RSV antiviral HEp-2 = -1.6%
  Rac1 GTP hydrolysis = ·
  SV40 large T antigen = 4%
  PhoP inhibition = -5%
O=C(CNC(=O)c1ccncc1)N/N=C/c1ccccn1
  UTI89 phage lysis = 0.1%
  TNAP activators = 2.2
  NTR1 ag = -1.2
  NTR1 ag cell count 20 µM = 76
  Myeloid diff MLP = i
  Myeloid diff MLP GFP+ MAC1+ % = 0.3
  T cell HTS = i
  T cell HTS vesicle-bound % = 60
  RSV antiviral HEp-2 = 2.6%
  Rac1 GTP hydrolysis = -16%
  SV40 large T antigen = 10%
  PhoP inhibition = -1%
CC(C)(C)OC(=O)C[C@@H]1C/C=C\C[C@@H](CC(=O)N(CCO)Cc2ccccc2)C(=O)N[C@H](Cc2c[nH]c3ccccc23)COC1=O
  UTI89 phage lysis = 3.2%
  TNAP activators = ·
  NTR1 ag = 4.3
  NTR1 ag cell count 20 µM = 56
  Myeloid diff MLP = i
  Myeloid diff MLP GFP+ MAC1+ % = 1.3
  T cell HTS = i
  T cell HTS vesicle-bound % = 11
  RSV antiviral HEp-2 = ·
  Rac1 GTP hydrolysis = 5%
  SV40 large T antigen = ·
  PhoP inhibition = ·
